Compound activity: PubChem, SRMLSC
PostGolgi yeast – phenotypic screen on post-Golgi transport, primary screen; post-Golgi transport phenotypic cell assay; 98,000 compounds, 0.9% hits; inhibition, % at 10 µM; AID 739, 2007;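 further: yeast cells grown in 1536-well plates; yeast grown about 18 h at 30C before absorbance read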
PostGolgi ctrl – growth inhibition of yeast control strain, primary screen, counter-screen for post-Golgi transport modulator project. efflux-deficient yeast background strain, growth absorbance A615, 16 h. inhibition, % at 10 µM. 98,000 compounds, 5% hits
* = called active by the depositor. No stated cut-off is given here; in the data, active means inhibition above about 30%; inactive means the rest. These rows are one share of the data; rates above refer to the full screens.

Molecule	PostGolgi yeast	PostGolgi ctrl
CC1(C)COCN1S(=O)(=O)c1ccc(C(=O)Nc2nnc(-c3ccc(Cl)s3)o2)cc1	5	18
COCCSc1nc2c(c(=O)[nH]c(=O)n2C)n1Cc1cccc(C)c1	1	-7
CCOC(=O)c1c(C)oc2c1c(C=NCc1ccccn1)c(O)c1ccccc12	2	10
CCOc1ccc(NC(=O)CSc2nnc(-c3ccco3)n2C)cc1	-2	4
CC(C)(C)c1ccc(S(=O)(=O)N2CCN(CCC#N)CC2)cc1	1	2
CCCCN(CCCNC(=O)CN1C(=O)COc2ccccc21)c1ccccc1	-7	19
S=c1nc(-c2ccccc2)n(CCN2CCOCC2)c2c1CCCC2	16	14
CC1(C)CC(=O)c2cc(OCC(=O)N3CCN(c4ccccc4F)CC3)ccc2O1	-1	14
COCCOC(=O)c1[nH]c2c(c1C)C(=O)CC(c1cc(OC)ccc1OC)C2 (centres undefined)	0	3
Cn1cccc1Cc1nnc(SCC(=O)Nc2cccc(F)c2)n1CCc1ccccc1	-3	3
Cc1ccc(C2=[N+]([O-])C3(CCCCC/C3=N\O)N(O)C2(C)C)o1 (centres undefined)	-3	-3
CCc1nc2sc3ccccc3c(=O)c2c(=O)n1Cc1ccco1	8	9

(next part)
Molecule	PostGolgi yeast	PostGolgi ctrl
CCOC(=O)C1CCN(C(=O)Nc2ccccc2Cl)CC1	4	2
Cc1nc(C)n(C(C)CC(=O)O)n1 (centres undefined)	1	3
COc1cc(Nc2cc(C)nc3nc(C)nn23)cc(OC)c1OC	-3	-10
CCOc1cc(/C=C(/C#N)c2ccc(F)cc2)ccc1OCc1ccc(C(=O)O)o1	10	2
CCOC(=O)C1=C(C)C(c2ccc(OC)cc2OC)NC(=O)N1 (centres undefined)	-3	8
COc1ccc(N2CCN(Cc3cc(=O)oc4cc(C)c(Cl)cc34)CC2)cc1	20	-6
COc1ccc(S(=O)(=O)CCC(=O)Nc2c(C)n(C)n(-c3ccccc3)c2=O)cc1	-1	-3
CCOC(=O)C(NC(=O)c1ccc(F)cc1)(Nc1nnc(C)s1)C(F)(F)F (centres undefined)	1	30*
O=C(NCC1COc2ccccc2O1)C1C2C=CC3(CN(Cc4ccccc4Cl)C(=O)C13)O2 (centres undefined)	-2	-4
Cc1ccc(S(=O)(=O)NCc2ccco2)cc1C	-3	7
CCOC(=O)c1nn(-c2ccc3c(c2)CCN3C(C)=O)cc1O	26	10
C=CCNc1sc(C(=O)c2cccs2)c(N)c1C#N	3	14

Additional compounds follow:
Molecule	PostGolgi yeast	PostGolgi ctrl
Cc1cccc2nc(Cn3c(=O)n(CCC(=O)NCc4ccco4)c(=O)c4sccc43)cc(=O)n12	16	19
COc1cc(NC(=O)C(C)Oc2ccccc2)cc(OC)c1 (centres undefined)	4	-3
O=C(Cc1ccc(-c2ccccc2)cc1)NCCN1CCOCC1	2	7
Cc1cccc(-n2c(N)c(C(=O)NCCN3CCOCC3)c3nc4ccccc4nc32)c1	30*	-2
CCN(CCCNC(=O)c1[nH]c(C)c(C(C)=O)c1C)c1ccccc1	-2	10
O=c1oc(-c2cccs2)nc2sc3c(c12)CCC3	0	12
CNc1nc(SCC(=O)OC)nc(N2CCOCC2)n1	-2	13
O=C1CC(c2cccnc2)c2cc3c(cc2N1)OCO3 (centres undefined)	1	5
Nc1nnnn1CC(=O)OCc1cccc(Br)c1	-4	5
CC1(C)Cc2cccc(OCC(=O)O)c2O1	-5	-10
CC1CN(C2CCN(C(=O)c3ccccc3)CC2)CC(C)O1 (centres undefined)	0	8
COc1cc(C(=O)N(Cc2cc3cc(C)ccc3[nH]c2=O)CC2CCCO2)cc(OC)c1OC (centres undefined)	-1	3

Compound profiles (already shown):
Results for `O=c1oc(-c2cccs2)nc2sc3c(c12)CCC3` → PostGolgi yeast: 0; PostGolgi ctrl: 12
Results for `O=C(Cc1ccc(-c2ccccc2)cc1)NCCN1CCOCC1` → PostGolgi yeast: 2; PostGolgi ctrl: 7

The list continues.
Molecule	PostGolgi yeast	PostGolgi ctrl
CCCCSC(=O)Nc1ccccc1	1	13
c1cc(-c2nnc3sc(C4CCCCC4)nn23)ccn1	8	2
COc1ccc(N2C(=O)CC(Sc3nnc(-c4ccccc4)o3)C2=O)cc1 (centres undefined)	-4	1
CC1CN(S(=O)(=O)c2ccc(-c3nc4ccccc4s3)cc2)CC(C)O1 (centres undefined)	-7	3
Cc1cc(Nc2ccccc2)n(-c2nc3ccccc3[nH]2)n1	3	41*
CCOC(=O)N1CCN(C(=O)c2c(-c3ccccc3)noc2C)CC1	7	9
COC(=O)CNc1nc(-c2cccnc2)nc2ccccc12	0	12
CCOC(=O)c1n[nH]c2ccccc12	-2	11
Cn1c(=O)n(C)c2cc(S(=O)(=O)NCCc3ccccc3)ccc21	3	5
CC1Cc2ccccc2N1C(=O)C1CCCN1S(=O)(=O)c1ccc(Cl)cc1 (centres undefined)	-5	-13
COc1ccc(-c2cc(C(F)(F)F)n3nc(C(=O)N4CCCC4)cc3n2)cc1	-3	-3
COC(=O)c1sc(NC(=O)C2CCCCC2C(=O)O)c(C(=O)OC)c1C (centres undefined)	10	-2

Further results follow.
Molecule	PostGolgi yeast	PostGolgi ctrl
CCOC(=O)c1cnc(Nc2ccc(OCC)cc2)nc1C	3	11
CCOc1cc(-c2nnc(-c3ccco3)o2)cc(OCC)c1OCC	9	13
CCOC(=O)C1CCN(S(=O)(=O)c2ccc3c(c2)CCCN3C(C)=O)CC1	2	-5
O=C(O)C1CCCN(C(=O)NCc2ccccc2)C1 (centres undefined)	-5	5
CCN(CC)c1ccc(NC(=O)c2cnc3ccccn3c2=O)c(C)c1	23	11
COc1ccc(-n2nc3cc(C)c(NC(=O)CC(C)C)cc3n2)cc1	-1	0
CN(C(=O)COc1ccccc1)c1nnc(-c2ccncc2)s1	4	4
COCC(=O)NCc1nc2ccccc2[nH]1	2	-9
CCCCCCN1C(=O)C(O)=C(C(C)=O)C1c1ccc(Cl)cc1 (centres undefined)	3	29
NC(=O)CCCCC(=O)OCCCc1cccs1	2	4
CC(C)OC(=O)C(C#N)c1nc2ccccc2nc1N1CCCC1 (centres undefined)	5	9
Cc1nc(-c2cnn(-c3ccccc3)c2)c2cc(C)oc2n1	-15	9

Following part.
Molecule	PostGolgi yeast	PostGolgi ctrl
O=C(CN1CCN(c2ccccn2)CC1)Nc1cccc(C(F)(F)F)c1	0	3
COC(=O)C1=C(C)Nc2ncnn2C1c1ccc(OCc2ccccc2)cc1 (centres undefined)	0	-4
CCOc1ccccc1NC(=O)CSc1nc2c(c(=O)n1C)SC(C)C2 (centres undefined)	-10	10
CCN1CCN(C(c2cccs2)C(C)NC(=O)c2ccccc2OC)CC1 (centres undefined)	15	19
COc1ccc(N2CCN(c3ncnc4nc[nH]c34)CC2)cc1	10	11
O=C(Cn1cc2c(n1)CCCCC2)NC1CCCCCC1	-1	20
CCCCC1(C(=O)OCC)CC(CN2CCOCC2)OC1=O (centres undefined)	2	11
Cc1ccc(NC(=O)C2CCCN(S(=O)(=O)c3c(C)noc3/C=C/N(C)C)C2)cc1F (centres undefined)	8	1
Cc1ccc2nc(NC(=O)C3CCCN(S(=O)(=O)c4cccnc4)C3)sc2c1 (centres undefined)	4	4
COc1ccccc1-n1c(N)c(C(=O)NCC2CCCO2)c2nc3ccccc3nc21 (centres undefined)	2	8
CC1CCCCN1C(=O)CSCC(=O)Nc1nc(-c2cccs2)cs1 (centres undefined)	-1	73*
COc1ccc(CCNC(=O)CCS(=O)(=O)c2cccc3nsnc23)cc1OC	16	2

(more compounds)
Molecule	PostGolgi yeast	PostGolgi ctrl
CCN(CC)c1ccc(NC(=O)c2ccc(NC(=O)C3CCCO3)cc2)c(C)c1 (centres undefined)	18	-1
C=CCn1c(SCC(=O)N2CCN(c3ccc(F)cc3)CC2)nnc1-c1ccco1	-1	-3
Cc1c2cn[nH]c(=O)c2c(C)n1Cc1ccc(F)cc1	2	5
Cc1ccccc1Nc1ncnc2c1cnn2-c1ccccc1	-12	23
O=C(CN1C(=O)CCSc2ccccc21)Nc1ccc2c(c1)OCO2	-2	-7
CCc1ccc(NC(=O)c2noc3c2CCCCC3)cc1	4	4
COc1ccc(-n2c(=O)cc(N3CCN(c4ccccc4OC)CC3)[nH]c2=O)cc1	-5	7
CCOC(=O)C1CCN(C(=O)CNS(=O)(=O)c2cccs2)CC1	-3	4
Clc1cc2c(c(Cn3cnc4ccccc43)c1)OCOC2	-6	5
CCOC(=O)C1=C(C)NC(=O)NC1c1ccc(OCC(=O)OC)c(OC)c1 (centres undefined)	1	9
Cn1c(Cn2c(=O)sc3ccccc32)nnc1SCC(=O)Nc1ccccc1	5	9
CCC(C)NC(=O)CSc1nnc(-c2ccc(C(C)(C)C)cc2)n1C (centres undefined)	-8	22

Later entries:
Molecule	PostGolgi yeast	PostGolgi ctrl
Fc1ccc(CSc2ncnc3nc[nH]c23)cc1	-5	20
O=C(O)CCCC(=O)N(Cc1ccccc1)Cc1ccccc1	-8	8
CCN1CCc2nc(SCC(=O)Nc3ccc(OC)cc3)c(C#N)cc2C1	-8	-7
Cc1ccc(-n2nc(-c3ccc(N)cc3)cc2N)cc1	-4	5
COc1cccc(C(=O)NCc2cccnc2)c1	0	-2
COCCn1nnnc1C(c1ccc(OC)cc1)N1CCC(C)CC1 (centres undefined)	-5	9
COc1ccc(C(=O)Nc2ccncc2)cc1OC	3	0
CCOC(=O)c1c(C)n(OCc2ccccc2)c2ccc3c(no[n+]3[O-])c12	1	-2
CCc1ccc(C2CC(c3ccc(C)cc3)Nc3nc(N)nn32)cc1 (centres undefined)	-2	8
CCOC(=O)c1c(C)oc2ccc(OC(=O)N3CCOCC3)cc12	-3	17
COc1cccc(-c2nnc(N(C)C(=O)C3CCOC3)s2)c1 (centres undefined)	-3	5
CC/C(=N\O)c1ccc(O)c(OC)c1	11	-1

Part of the list above, as labelled records:
canonical_smiles: Fc1ccc(CSc2ncnc3nc[nH]c23)cc1
  PostGolgi yeast: -5; PostGolgi ctrl: 20
canonical_smiles: COCCn1nnnc1C(c1ccc(OC)cc1)N1CCC(C)CC1 (centres undefined)
  PostGolgi yeast: -5; PostGolgi ctrl: 9
canonical_smiles: CCc1ccc(C2CC(c3ccc(C)cc3)Nc3nc(N)nn32)cc1 (centres undefined)
  PostGolgi yeast: -2; PostGolgi ctrl: 8
canonical_smiles: COc1cccc(C(=O)NCc2cccnc2)c1
  PostGolgi yeast: 0; PostGolgi ctrl: -2

Some values from the entries so far.
Reading for `CCc1ccc(C2CC(c3ccc(C)cc3)Nc3nc(N)nn32)cc1` (centres undefined) in PostGolgi yeast: -2
Reading for `CCOC(=O)c1c(C)oc2ccc(OC(=O)N3CCOCC3)cc12` in PostGolgi ctrl: 17

(continued)
Molecule	PostGolgi yeast	PostGolgi ctrl
Cc1ccc(CC2SC(=O)NC2=O)cc1Cl (centres undefined)	3	9
CCCCn1c(CN2CCN(C(=O)OCC)CC2)nc2c1c(=O)n(C)c(=O)n2C	-5	0
O=C(NC1CC2CCCC(C1)N2C(=O)NCc1ccccc1)C1CC1 (centres undefined)	5	3
Cc1nc2ccccc2c2oc(C(=O)N3CCC(N4CCCCC4)CC3)cc12	2	15
Cc1noc(NS(=O)(=O)c2ccc(NC(=O)CCn3c(=O)oc4ccccc43)cc2)c1C	0	0
Cc1noc(C(=O)Nc2c(C)n(C)n(-c3ccccc3)c2=O)c1Cl	0	7
O=C(CCNS(=O)(=O)c1cccc2nsnc12)NC1CCN(Cc2ccccc2)CC1	14	3
CCOC(=O)C1CCCN(Cc2ccccc2C)C1 (centres undefined)	-3	-7
CCOc1c(OC)cccc1C1CC(=O)Nc2cc3c(cc21)OCCO3 (centres undefined)	-1	5
CCCCN(c1ccccc1)c1ncnc2nc[nH]c12	-4	5
CC(=O)N1CCC2(CC1)C(C#N)=C(N)Oc1c2sc2nc(C)cc(C)c12	0	7
Oc1ccc(-c2nc(-c3ccc(O)c(O)c3)cs2)cc1	5	26

Records above printed as active in PostGolgi yeast:
compound,PostGolgi yeast
Cc1cccc(-n2c(N)c(C(=O)NCCN3CCOCC3)c3nc4ccccc4nc32)c1,30*

Next compounds:
Molecule	PostGolgi yeast	PostGolgi ctrl
Cc1cc(NC(=O)CN2CCCC2c2nc3ccccc3s2)no1 (centres undefined)	-6	27
COc1ccc(S(=O)(=O)N2CCC(n3cnc4cc(C(F)(F)F)ccc43)CC2)cc1	-2	41*
C=CCSc1nc2nc(C)cc(C)n2n1	-4	-5
CCCCCOC(=O)Cn1c(=O)oc2ccccc21	1	3
COCc1cc(=O)[nH]c(/N=C(\N)Nc2ccc(Oc3ccccc3)cc2)n1	6	4
CC1CCN(C(=O)c2ccccc2NC(=O)c2cccc(S(=O)(=O)N3CCOCC3)c2)CC1	-12	-5
C=CCN1C(=O)NC2(CCCCC2)C1=O	0	-5
O=C(CN1C(=O)c2ccccc2S1(=O)=O)NC1CCCCCC1	5	4
Cc1cccc(C)c1NC(=O)N1C2CCCC1CC(NC(=O)C(C)(C)C)C2 (centres undefined)	-3	5
OCC#CCSc1nnc(-c2ccncc2)o1	-4	-11
COC(=O)c1c(NC(=O)CSc2nnc(Cn3nnc4ccccc43)n2C)sc(C)c1C	-6	16
CCOC(=O)C1=C(CSc2nc(-c3ccncc3)ccc2C#N)OC(N)=C(C#N)C1c1cccnc1 (centres undefined)	-4	-6

More entries follow:
Molecule	PostGolgi yeast	PostGolgi ctrl
CCOC(=O)N1CCN(S(=O)(=O)c2cc(Br)cc3c2N(C(=O)CC)CC3)CC1	20	1
Nc1nonc1-c1nc2ccccc2n1Cc1ccc(Cl)cc1	-4	-11
CCOCCCN(C(=O)CNC(=O)c1ccco1)C(C(=O)NC1CCCC1)c1ccccc1C (centres undefined)	21	3
CCOc1ccc(C2CC(c3ccc(F)cc3)Nc3nc(N)nn32)cc1 (centres undefined)	2	5
